dFosB act = mouse delta FosB homodimer activation. AID 493131. purified delta FosB, TAMRA-CDK5 oligo fluorescence polarization; percent of positive-control signal above neutral wells. 0.99% of 340,000 active. activation, % at 25 µM. P13346;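 active = mean activation above about 17%, with every replicate also reaching it, limit read from the data, passing the limit was not always enough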;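 note: fluorescence polarization rise as delta FosB binds a TAMRA Cdk5 AP-1 oligo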
cardiac RTF act = increases calcium sensitivity of human cardiac regulated thin filaments; P19429+P45379; IANBD-labeled TnC RTF fluorescence at EC20 calcium; 0% EC20 calcium, 100% full calcium; activation, % at 7.2 µM; 0.24% of 340,000 active;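 active = activation above the mean over all tested compounds plus 3 SD, cut at about 30% in these data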;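 note: rise in fluorescence read as greater calcium sensitivity of cardiac thin filaments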
CDK5 p35 inh = inhibitors of human CDK5/p35 kinase. Recombinant CDK5/p35, ADP-Glo luminescence, 60 min. inhibition, % at 10 µM. 0.01% of 330,000 active;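 active = highest replicate inhibition of at least 50% and at least 75% of replicates reaching 50%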;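 note: plate controls were DMSO neutral control for no effect and GW8510 at 10 µM for full effect; many of its hits are not listed in these tables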
Target sequence (Q00535 whole entry, looked up): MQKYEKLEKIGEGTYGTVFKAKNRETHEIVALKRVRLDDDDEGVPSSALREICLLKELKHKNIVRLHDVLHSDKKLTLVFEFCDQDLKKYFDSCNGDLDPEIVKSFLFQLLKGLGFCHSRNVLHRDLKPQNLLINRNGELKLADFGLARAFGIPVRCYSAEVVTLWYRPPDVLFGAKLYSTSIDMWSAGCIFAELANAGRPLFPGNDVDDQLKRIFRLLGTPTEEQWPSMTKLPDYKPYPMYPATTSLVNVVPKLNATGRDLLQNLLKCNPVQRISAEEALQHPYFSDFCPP
Target sequence (Q15078 whole entry, looked up): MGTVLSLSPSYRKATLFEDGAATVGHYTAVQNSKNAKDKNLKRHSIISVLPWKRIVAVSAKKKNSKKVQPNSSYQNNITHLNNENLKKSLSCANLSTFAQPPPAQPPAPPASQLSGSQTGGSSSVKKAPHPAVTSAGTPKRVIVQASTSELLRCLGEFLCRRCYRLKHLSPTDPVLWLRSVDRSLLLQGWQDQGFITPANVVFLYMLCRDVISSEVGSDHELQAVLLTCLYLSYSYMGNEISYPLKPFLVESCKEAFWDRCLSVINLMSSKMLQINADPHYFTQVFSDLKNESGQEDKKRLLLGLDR
PfHsp90 yeast 2 = inhibits growth of yeast expressing Plasmodium falciparum Hsp90 | S. cerevisiae expressing PfHsp90, BacTiter-Glo ATP, 48 h; yeast lacking PDR1 and PDR3 efflux regulators | 0.32% of 310,000 active | inhibition, % at 9.4 µM;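 active = every replicate shows inhibition above about 80%, whatever the replicate mean, limit read from the data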;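 note: 0% = DMSO neutral controls and 100% = 20 µM radicicol positive controls; yeast relying on Plasmodium falciparum Hsp90 in place of its own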
Keap1-Nrf2 PPI = Keap1-Nrf2 (human) interaction inhibition; 0.15% of 340,000 active; Keap1 Kelch-Nrf2 peptide fluorescence polarization, 1536-well; inhibition, % at 9.4 µM; AID 504523; Q14145; in the data active = inhibition above about 12%;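 note: human Keap1 Kelch domain with fluorescein labeled Nrf2 9mer peptide probe; 0% = neutral control wells and 100% = peptide positive control; higher means more block of Keap1 binding to Nrf2 peptide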
Rtt109 HAT inh = C. albicans Rtt109 histone acetyltransferase inhibition | Q5AAJ8 | purified Rtt109/Vps75, ThioGlo CoA-SH fluorescence, 4 h | inhibition, % at 34.9 µM | 0.16% of 330,000 active | AID 540336;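 active = inhibition of at least 50% in every replicate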
LANA DNA inh = inhibitors of KSHV LANA C-terminal domain DNA binding; inhibition, % at 9 µM; 0.078% of 340,000 active; MBP-C-LANA/FAM-LBS DNA binding, fluorescence polarization;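 active = highest replicate inhibition at or above 60% at 9 µM, even if other replicates fall short; inactive = all replicates below 60% inhibition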;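 note: 0% = neutral control wells and 100% = 4 µM acridine orange control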
NSD2 HMT inh = inhibitors of human histone methyltransferase NSD2. NSD2 peptide methylation, AlphaScreen, 120 min. inhibition, % at 12.5 µM. 0.54% of 310,000 active. AID 743445; in the data active = inhibition above about 50%
Cardiac RTF inh = cardiac RTF calcium desensitization; P19429+P45379; IANBD-labeled cardiac RTF, Ca2+ fluorescence; inhibition, % at 7.15 µM; 0.12% of 340,000 active; AID 493244;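 active = inhibition above the mean inhibition of all tested compounds plus 3 SD, cut at about 17% in these data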;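 note: assay run at fixed EC70 calcium of 1.6 mM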
PvdQ acylase = blocks Pseudomonas aeruginosa PvdQ acylase activity; purified PvdQ acylase, fluorescence plate reader; inhibition, % at 10 µM; AID 488965; 0.063% of 340,000 active; in the data active = inhibition above about 30%, passing the limit was not always enough;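 note: 0% = vehicle neutral wells and 100% = reference inhibitor wells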
SUMO Mot1 rescue = blocks SUMOylation pathway, rescuing yeast Mot1-301 growth. S. cerevisiae Mot1-301 growth rescue, ATP luminescence, 38.5C; percent above DMSO median, 100 means doubled. 1% of 320,000 active. growth rescue, % at 18.8 µM. AID 2716;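 active = every valid replicate shows activation above 250% relative to neutral control wells; inactive = the rest, any valid replicate at or below 250%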;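 note: OY570 slx delta 5 strain wells were the positive control but not used for scaling; some compounds called inactive have numbers as strong as hits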
Numbers without * were called inactive; . = no result given. Compounds as they come, and some 3.2% of all compounds hit somewhere here.

SMILES	dFosB act	cardiac RTF act	CDK5 p35 inh	PfHsp90 yeast 2	Keap1-Nrf2 PPI	Rtt109 HAT inh	LANA DNA inh	NSD2 HMT inh	Cardiac RTF inh	PvdQ acylase	SUMO Mot1 rescue
O=C(Nc1nnc(SCc2c(Cl)cccc2Cl)s1)C1CCCO1 (centres undefined)	-6	3	-0.6	-23	-2	7	2.2	-2	-5	5	5
COc1ccc(C(=O)/C=C/c2ccc(OCc3ccccc3)cc2)cc1CSCC(=O)O	-21	-1	-0.9	-89	-6	-8	3.6	35	5	11	0
CC1Cc2cc(/C(O)=C3/C(=O)C(=O)N(CCCn4ccnc4)C3c3ccncc3)ccc2O1 (centres undefined)	3	-3	0.1	10	-2	-3	-0.8	-2	-5	-16	-7
COc1cc(NC(=S)NCCc2ccc(S(N)(=O)=O)cc2)c(OC)cc1Cl	-7	3	0.6	19	-4	1	0.7	1	-13	-1	-1
CC(C)(C)c1ccc(OCCn2ccccc2=O)cc1	-1	-15	-1.4	.	-6	13	0.9	-3	3	13	-7
COc1ccccc1NS(=O)(=O)c1cc(N=N/C(C(=O)Nc2ccc(Cl)cc2)=C(/C)O)ccc1C	-3	7	-1.5	-29	-3	-2	-1.5	1	-5	-13	26
CCOC(=O)N1CCN(C(=O)c2ccc(SC)cc2OC)CC1	-1	-3	0.3	17	-4	3	0.9	-2	-1	-13	15
COc1ccc(Cc2c(O)nc(SC)n(C(C)=O)c2=O)cc1	5	7	-1.6	29	-3	3	-0.6	-1	-10	-15	8
O=C(NC1CCN(C(=O)Nc2cccc(Cl)c2)CC1)C1CCCCC1	0	-5	1.1	12	1	6	0.3	.	-7	2	-16
CCc1ccc(C(=O)Cc2cc3cccc(OC)c3oc2=O)cc1	-8	1	0.6	0	-1	-3	4.7	-2	-4	-1	115
Cn1nc(C(C)(C)C)cc1C(=O)NNC(=O)c1cccc(Cl)c1	-5	3	1.6	16	-1	-2	-0.3	0	-5	-16	78
CCc1c(Nc2ccccc2C)nc(N)[nH]c1=O	1	-1	2.5	1	-1	-5	-0.6	-3	-11	-4	.
CC(C)(C)OC(=O)N1CCN(C(=O)c2nc[nH]c2C(=O)N2CCN(c3ccccc3)CC2)CC1	2	7	-0.3	11	-2	0	0.7	.	0	-10	5
O=C(c1ccccc1)c1cccn1CC(=O)N1CCN(C2CCCCC2)CC1	0	1	0.1	-9	-2	2	0.6	3	0	-9	-7
O=C(NCCN1CCCC(O)C1)c1cc(COc2c(F)cccc2F)on1 (centres undefined)	-5	-2	-1.4	5	-5	14	0.1	-2	0	8	-8
CC(=O)c1c(C)nc2sc3c(=N)n(N)cnc3c2c1-c1ccc(Cl)cc1	-19	-4	0.7	1	-5	11	-0.8	0	-9	-11	-14
NS(=O)(=O)c1ccc(NC(=O)CCC(=O)N2CCOCC2)cc1	10	0	0.4	-7	-1	2	0.2	1	-16	-13	-18
O=C(CCl)Nc1ccccc1C(=O)NCc1ccccc1	-3	0	-0.9	-24	0	-20	-0.2	-3	-7	-15	-3
COC(=O)c1cnn(-c2ccc(F)cc2F)c1/C=N/NC(N)=S	-1	4	2.0	1	-4	14	0.5	0	9	8	-14
CCOC(=O)c1cc(C)n(CCCN2CCOCC2)c1C	2	7	-0.6	-23	0	-2	0.5	2	2	-3	19
O=c1c2ccccc2nc2c3ccccc3cnn12	-47	1	-0.2	0	1	3	-1.4	-6	1	1	1

Molecules shown so far containing an NH in an aromatic ring, in the order listed:
SMILES	dFosB act	cardiac RTF act	CDK5 p35 inh	PfHsp90 yeast 2	Keap1-Nrf2 PPI	Rtt109 HAT inh	LANA DNA inh	NSD2 HMT inh	Cardiac RTF inh	PvdQ acylase	SUMO Mot1 rescue
CCc1c(Nc2ccccc2C)nc(N)[nH]c1=O	1	-1	2.5	1	-1	-5	-0.6	-3	-11	-4	.
CC(C)(C)OC(=O)N1CCN(C(=O)c2nc[nH]c2C(=O)N2CCN(c3ccccc3)CC2)CC1	2	7	-0.3	11	-2	0	0.7	.	0	-10	5

By substructure, the compounds so far with an aryl methoxy group
SMILES	dFosB act	cardiac RTF act	CDK5 p35 inh	PfHsp90 yeast 2	Keap1-Nrf2 PPI	Rtt109 HAT inh	LANA DNA inh	NSD2 HMT inh	Cardiac RTF inh	PvdQ acylase	SUMO Mot1 rescue
COc1ccc(C(=O)/C=C/c2ccc(OCc3ccccc3)cc2)cc1CSCC(=O)O	-21	-1	-0.9	-89	-6	-8	3.6	35	5	11	0
COc1cc(NC(=S)NCCc2ccc(S(N)(=O)=O)cc2)c(OC)cc1Cl	-7	3	0.6	19	-4	1	0.7	1	-13	-1	-1
COc1ccccc1NS(=O)(=O)c1cc(N=N/C(C(=O)Nc2ccc(Cl)cc2)=C(/C)O)ccc1C	-3	7	-1.5	-29	-3	-2	-1.5	1	-5	-13	26
CCOC(=O)N1CCN(C(=O)c2ccc(SC)cc2OC)CC1	-1	-3	0.3	17	-4	3	0.9	-2	-1	-13	15
COc1ccc(Cc2c(O)nc(SC)n(C(C)=O)c2=O)cc1	5	7	-1.6	29	-3	3	-0.6	-1	-10	-15	8
CCc1ccc(C(=O)Cc2cc3cccc(OC)c3oc2=O)cc1	-8	1	0.6	0	-1	-3	4.7	-2	-4	-1	115

Some values from the results shown:
SUMO Mot1 rescue result of `CC(=O)c1c(C)nc2sc3c(=N)n(N)cnc3c2c1-c1ccc(Cl)cc1` is entered as -14
dFosB act result of `COc1ccc(C(=O)/C=C/c2ccc(OCc3ccccc3)cc2)cc1CSCC(=O)O` is entered as -21
dFosB act result of `O=C(NCCN1CCCC(O)C1)c1cc(COc2c(F)cccc2F)on1` (centres undefined) is entered as -5

Bioassay records as filed in PubChem.
